Source: PubChem BioAssay (National Center for Advancing Translational Sciences (NCATS))
AmpC inh detg: inhibitors of E. coli AmpC beta-lactamase with detergent. P00811. AmpC hydrolysis of nitrocefin, absorbance 480 nm, 0.01% Triton. Potency, µM (highest dose often 114 µM), for inactives: at the top dose activity change, negative = inhibition, actives largely listed as inhibitors. 370,000 tested, 0.041% active. AID 485294;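 also: potency is read from the fitted curve at half-maximal effect; 0% = no-compound wells and -100% = no-enzyme wells; nearly all actives have a fitted effect of over 25% in size; some results filed as inactive show a strong effect at the top dose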
Target sequence (P00811 whole entry, looked up): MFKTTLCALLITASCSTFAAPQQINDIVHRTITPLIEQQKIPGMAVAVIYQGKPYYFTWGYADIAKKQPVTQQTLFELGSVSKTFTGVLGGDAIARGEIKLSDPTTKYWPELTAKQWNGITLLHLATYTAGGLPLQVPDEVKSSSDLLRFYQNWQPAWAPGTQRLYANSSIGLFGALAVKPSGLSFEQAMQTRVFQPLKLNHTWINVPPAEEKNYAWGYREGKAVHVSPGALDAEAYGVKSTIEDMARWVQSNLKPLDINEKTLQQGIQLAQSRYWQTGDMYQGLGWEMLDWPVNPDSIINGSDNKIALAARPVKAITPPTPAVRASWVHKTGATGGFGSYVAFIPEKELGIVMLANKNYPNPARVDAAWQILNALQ
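AmpC (5.3 nM in the dispensed reagent) in 20 mM phosphate pH 7.0 with 0.01% (detergent screen) or 0.0001% Triton X-100 was preincubated with compounds for 15 min at room temperature. Nitrocefin was then added from an 800 uM solution, and hydrolysis was followed at 480 nm.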
HCMV inh: human cytomegalovirus inhibition; HFF cells, HCMV-luciferase reporter, 72 h; active compounds read low; activity change, negative = inhibition, % at 57.5 µM; 410,000 tested, 4.5% active; in the data active = activity change below about -60%; inconclusive = no clear call, values can overlap the other calls; inactive = above about -39%
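Steps: HFFs plated, 16 h 37C; compounds added; HCMV-luciferase added to MOI 1 PFU/cell; 72 h 37C; OneGlo reagent, 5 min room temperature; luminescence read, normalized to controls.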
FBPA Giardia inh: blocks Giardia fructose-bisphosphate aldolase activity | AID 2451 | A8B2U2 | purified Giardia FBPA | 290,000 tested, 0.71% active | Potency, µM (titrated, usually from 59.6 µM), for the others: at the highest dose activity, negative = inhibition, hits mostly inhibitors; also: potency is read from the fitted curve at half-maximal effect; nearly all actives have a fitted effect of over 55% in size
Target sequence (A8B2U2 whole entry, looked up): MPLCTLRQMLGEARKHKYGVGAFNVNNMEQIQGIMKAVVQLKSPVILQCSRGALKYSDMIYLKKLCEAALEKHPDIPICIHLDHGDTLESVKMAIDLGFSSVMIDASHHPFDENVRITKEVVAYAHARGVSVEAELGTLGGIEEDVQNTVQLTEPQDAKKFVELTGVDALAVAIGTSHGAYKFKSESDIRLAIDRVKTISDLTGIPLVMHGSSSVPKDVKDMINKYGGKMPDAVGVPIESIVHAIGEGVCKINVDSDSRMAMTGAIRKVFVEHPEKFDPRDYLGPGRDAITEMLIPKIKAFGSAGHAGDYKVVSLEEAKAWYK
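40 nM FBPA preincubated 10 min at RT with compound (up to 57.5 uM final), then substrate plus GAPDH/TPI/NAD/arsenate coupling and diaphorase/resazurin added. Fluorescence read after 20 min at RT, 525/598 nm.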
AmpC inh no detg: AmpC beta-lactamase inhibition without detergent; Potency, µM (series often up to 57.1 µM), for inactives: top-dose activity change, negative = inhibition, actives largely listed as inhibitors; AmpC nitrocefin hydrolysis, absorbance 480 nm, 0.0001% Triton; 330,000 tested, 0.52% active;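 also: potency is read from the fitted curve at half-maximal effect; plate controls were no compound for no effect and no enzyme for full effect; nearly all actives have a fitted effect of over 20% in size; some results filed as inactive show a strong effect at the top dose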
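AmpC (5.3 nM in the dispensed reagent) in 20 mM phosphate pH 7.0 with 0.01% (detergent screen) or 0.0001% Triton X-100 was preincubated with compounds for 15 min at room temperature. Nitrocefin was then added from an 800 uM solution, and hydrolysis was followed at 480 nm.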
Sm TGR inh: blocks Schistosoma mansoni thioredoxin glutathione reductase. purified TGR, DTNB reduction, TNB absorbance 405 nm. 360,000 tested, 3% active. Q962Y6. Potency, µM (top dose mostly 114 µM), inactives show at the top dose activity change, negative = inhibition, most hits filed as inhibitors; also: potency is read from the fitted curve at half-maximal effect; nearly all actives have a fitted effect of over 60% in size
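First, TGR (20 nM dispensed) and NADPH were mixed with compound. Second, a 15 min room-temperature incubation followed. Third, further NADPH and then DTNB were added to start the reaction. Finally, TNB absorbance was monitored kinetically.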
AMA1-RON2 inh: disrupts binding of P. falciparum AMA1 to RON2; AlphaScreen AMA1-biotinylated RON2 peptide binding; Potency, µM (doses to about 58.2 µM), without a hit: top-dose activity change, negative = inhibition, usual class: inhibitors; 360,000 tested, 0.2% active; AID 720542;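 also: potency is read from the fitted curve at half-maximal effect; 0% = vehicle wells and -100% = peptide control; nearly all actives have a fitted effect of over 45% in size; some results filed as inactive show a strong effect at the top dose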
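AMA1 (3D7) with his tag at 25 nM final met compounds first, then biotinylated RON2 peptide at 25 nM; detection used donor plus acceptor beads, 10 µg/mL apiece, read by AlphaScreen after 30 min at room temperature.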
The depositor's hits bear a star; ? = inconclusive; . = no result given; [ ] = another dose, or the depositor's remark. Unless noted, calls follow the shape of the dose curve; as a rule, active = well fitted curve in the direction sought with a large enough effect; inconclusive = small, poorly fitted or top-dose-only effect, or another doubt; inactive = no such curve, though single readings can be large; an effect the other way counts as inactive or inconclusive. Unless noted, % is scaled to controls: 0 for no effect and ±100 for the full control effect.

SMILES	AmpC inh detg	HCMV inh	FBPA Giardia inh	AmpC inh no detg	Sm TGR inh	AMA1-RON2 inh
O=[N+]([O-])c1ccc(/C([O-])=C(/C(=S)NCc2ccco2)[n+]2ccccc2)cc1	5%	-61*	?	-25%[11.4 µM]	22µM*	15%
CC(C)Cc1nnc(NC(=O)C23CC4CC(CC(C4)C2)C3)s1	3%	67	18%	-10%	-9%	-10%
C=CCOc1ccc(/C=C(\C#N)C(=O)Nc2ccccn2)cc1	-1%	-35	-10%	-12%	2%	0%
Cn1cccc1/C=C1/SC(=O)N(CC(=O)N2CCCC2)C1=O	4%	-36	-5%	0%	3%	-25%
CC1CCN(C(=O)COc2cccc3c2CCN(Cc2ccccc2)C3=O)CC1	4%	-16	0%	46%	2%	0%
CCCCC(=O)Nc1ccc(NC(=S)NC(=O)CCCCl)cc1OC	-11%	-28	-6%	-27%	-32%	-15%
CN(C)/C=N/c1ncc(C(=O)OC(C)(C)C)s1	-1%	-12	-2%	5%	0%	7%
Cc1ccc2cccc(SCC(=O)NCc3ccco3)c2n1	3%	-8	-23%	-8%	-6%	-15%
O=S(=O)(c1cccc2nonc12)N1CCN(c2ccccc2F)CC1	-4%	-33	-1%	-17%	-8%	7%
O=S(=O)(Nc1cnc2ccccc2c1)N1CCCCCC1	-3%	-3	8%	.	-3%	11%
COc1cc(OC)cc(C(=O)NC(C)c2cnn(-c3ccccc3C)c2C)c1 (stereo not drawn)	-5%	?	-2%	61%[activator]	.	-10%
CCn1c(/C=C2\C(=O)N(C(C)C)c3ccccc32)nc2ccccc2c1=O	2%	0	-2%	64%[activator]	2%	-25%
COCc1ccc(C(=O)N2CCCC(C(=O)c3ccc(SC)cc3)C2)o1 (stereo not drawn)	-16%	-26	9%	-16%	-2%	-7%
C/C(=N\OCc1nc2ccccc2c(=O)n1/N=C/c1cc([N+](=O)[O-])ccc1O)c1ccccc1	-2%	0	0%	-60%	35µM*	87%[activator]
CCNC(=O)NC(=O)C(C)Sc1ccc2c(c1)OCCO2 (stereo not drawn)	0%	15	1%	-19%	1%	2%
CC(=O)N1CCCC1c1nc2ccccc2n1Cc1cccc(C)c1 (stereo not drawn)	25%	3	.	.	-2%	.
C=CCn1c(SCC(=O)N2CCN(c3ccccc3)CC2)nnc1-c1ccco1	?	-29	1%	3%	-3%	3%
COCC(C)n1c(SCC(=O)Nc2oc(C)c3c(C)n[nH]c(=O)c23)nc2ccccc2c1=O (stereo not drawn)	-5%	21	.	33%	9%	0%
O=S(=O)(Cc1ccccc1)N1CCN(c2ccccc2)CC1	3%	63	8%	0%	0%	4%
O=C1CSC(=Nc2ccccc2[N+](=O)[O-])N1	-12%	-36	-11%	-9%	.	2%
CC1=CC=CC2=NC(=O)CC(C)(C(=O)N(CC(=O)NC3CCCC3)Cc3ccc(Cl)cc3)N12 (stereo not drawn)	4%	7	.	2%	1%	6%
CC1CC(=O)Nc2ccccc2N1S(=O)(=O)c1cccc(Cl)c1 (stereo not drawn)	?	-37	-1%	-21%	-33%	1%
Cc1ccccc1NC(=O)CN1C(=O)CCn2nc(-c3cccn3C)cc21	6%	24	.	.	-18%	.
CC(=O)Nc1ccc(NC(=O)c2oc3c(c2C)-c2nn(Cc4ccccc4Cl)cc2CC3)cc1	21%	-32	.	.	5%	.
O=C(Nc1ccc(F)cc1)c1ccc2c(c1)S(=O)(=O)N=C1CCCCCN12	-3%	-21	.	-13%	2%	5%
CCc1ccc(NC(=O)C(=O)NCC(c2ccc3c(c2)OCO3)N2CCOCC2)cc1 (stereo not drawn)	3%	-28	.	.	3%	.
Cc1ccnc(NS(=O)(=O)c2ccc(N=CC3=C(O)CC(C)(C)CC3=O)cc2)n1	-12%	7	-10%	-27%	0%	10%
CC(C)=NNc1nc2c(c(=O)n(C)c(=O)n2C)n1CCc1ccccc1	-6%	64	-23%	2%	-35%	5%
O=C(O)CCCCCNC(=O)c1ccccc1	?	48	6%	-18%	7%	-1%
CCS(=O)(=O)NCc1csc(C)n1	-3%	10	7%	-1%	-4%	-1%
O=C(C[C@@H]1C/C=C\C[C@@H](NC(=O)OCC2c3ccccc3-c3ccccc32)C(=O)OC[C@@H](Cc2ccccc2)NC1=O)NCCO	.	-32	.	156%[activator]	.	-5%
CCOC(Cn1c(CCCO)nc2ccccc21)OCC	-6%	10	0%	-1%	3%	-1%
COc1ccccc1N1CCN(CC(O)c2ccc3cc[nH]c3c2)CC1 (stereo not drawn)	?	23	3%	?	-1%	-1%
CCN(CC)CCNC(=S)Nc1ccc2nc(N3CCOCC3)cc(C)c2c1	-4%	-25	2%	-7%	0%	4%
CCOc1cccc2cc(C(=O)Nc3nccs3)c(=O)oc12	-9%	-6	4%	-8%	-1%	6%
CN(C)CCCOC(=O)CCc1ccccc1	2%	14	-10%	-1%	-2%	12%
COc1ccc(C(=O)Nc2cccc(NC(C)=O)c2)cc1OC	-14%	-10	-4%	-13%	-30%	-11%
OCCC1CN(Cc2ccc3cc(Cl)ccc3n2)CCN1Cc1ccsc1 (stereo not drawn)	1%	-30	-15%	119%[activator]	35µM*	-6%
Cc1occc1C(=O)N1CCC2(CC1)OCCO2	-9%	-13	4%	6%	-11%	3%
CCOC(=O)c1cnn(-c2nc3c(C)cccc3s2)c1C(F)(F)F	-4%	-5	-11%	-17%	-4%	74%[activator]
COc1ccc(CNC(=O)c2cc(-c3ccc(OC)c(OC)c3)nc3n[nH]c(-c4ccc(C)cc4)c23)cc1	2%	-97*	.	.	8%	.
O=C(CNC(=O)c1ccc(Br)o1)NC12CC3CC(CC(C3)C1)C2	2%	2	.	-7%	-9%	6%
O=C1c2[nH]nc(-c3ccccc3O)c2C(c2cccc(Cl)c2)N1CC1CCCO1 (stereo not drawn)	?	?	-5%	?	11%	11%
CC1=C(C(=O)Nc2ccc(Cl)cc2)C(c2cccs2)n2nc(SCc3cccc(C)c3)nc2N1 (stereo not drawn)	10%	9	.	.	16%	.
Cc1ccc(-c2nn(-c3ccccc3)cc2/C=C(\C#N)C(=O)NCc2ccccc2)cc1	-5%	2	0%	-36%	-10%	?
CCSC(=S)Nc1c(C)n(C)n(-c2ccccc2)c1=O	3%	-2	-1%	-12%	.	?
Cc1ccc(C)c(NC(=S)N2CCN(Cc3ccccc3)CC2)c1	-3%	-36	-8%	56%	6%	4%
COc1cc(CCC(=O)N2CCN(c3cccc(C)c3C)CC2)cc(OC)c1OC	-4%	-3	9%	98%[activator]	5%	14%
C=CCn1c(SCC(=O)NC2CCCCC2)nnc1-c1ccccn1	5%	?	.	-2%	2%	-13%
Cc1[nH]c(C)c(S(=O)(=O)Nc2ccc(F)cc2Cl)c1C(=O)N1CCCC1	6%	-35	6%	-8%	14%	-7%
Cc1ccc2nc(SCC(=O)Nc3ccccc3F)nc(=O)n2c1	?	-12	.	100%[activator]	1%	10%
CCOc1ccc(NC(=O)c2cc3c(=O)n4cccc(C)c4nc3s2)cc1	18%	14	.	.	8%	.
O=C1CSC(c2ccccc2)N1CC12CC3CC(CC(O)(C3)C1)C2 (stereo not drawn)	1%	-13	5%	32%	2%	-12%
CCOC(=O)/C(C#N)=C/c1cc2ccccc2nc1N1CCOCC1	?	-20	-1%	-3%	41%[activator]	-8%
COCCN(CCOC)c1nc(-c2ccc(C)cc2)nc2ccccc12	-13%	-27	-7%	68%[activator]	-20%	17%
COc1ccc(CCN(Cc2nc3ccccc3c(=O)[nH]2)C(=O)c2ccco2)cc1	0%	40	-1%	-13%	-14%	22%
CCC(C)NS(=O)(=O)c1cc2c3c(c1)CCN3C(=O)CC2 (stereo not drawn)	-12%	9	-1%	-4%	-20%	-12%
O=C(CSc1nnc2ccccn12)Nc1ccc(S(=O)(=O)N2CCOCC2)cc1	0%	19	3%	-4%	-4%	-19%
CCn1cc(C(=O)N2CCc3ccccc32)c(=O)c2cc(S(=O)(=O)N3CCOCC3)ccc21	3%	88	9%	74%[activator]	-5%	11%
CCc1ccc(C2C(C(=O)Nc3ccc(Cl)cc3)=C(C)Nc3ncnn32)cc1 (stereo not drawn)	4%	9	.	.	0%	.

Reformatted with each value named: 3 of the compounds above
CCSC(=S)Nc1c(C)n(C)n(-c2ccccc2)c1=O
  AmpC inh detg: 3%; HCMV inh: -2; FBPA Giardia inh: -1%; AmpC inh no detg: -12%; Sm TGR inh: .; AMA1-RON2 inh: ?
Cc1ccc(C)c(NC(=S)N2CCN(Cc3ccccc3)CC2)c1
  AmpC inh detg: -3%; HCMV inh: -36; FBPA Giardia inh: -8%; AmpC inh no detg: 56%; Sm TGR inh: 6%; AMA1-RON2 inh: 4%
COc1cc(CCC(=O)N2CCN(c3cccc(C)c3C)CC2)cc(OC)c1OC
  AmpC inh detg: -4%; HCMV inh: -3; FBPA Giardia inh: 9%; AmpC inh no detg: 98%[activator]; Sm TGR inh: 5%; AMA1-RON2 inh: 14%

Additional records.
SMILES	AmpC inh detg	HCMV inh	FBPA Giardia inh	AmpC inh no detg	Sm TGR inh	AMA1-RON2 inh
Cc1ccc(NS(=O)(=O)c2ccc3c(c2)C(=O)c2ccccc2C3=O)c(C)c1	-2%	-18	-29%	-33%	-11%	-11%[11.6 µM]
CC(C)(Cc1ccccc1)/[N+]([O-])=C\c1ccccc1	-5%	?	.	-17%	-4%	-4%
Cc1ccccc1SC1CCN(C(=O)C2CCC(=O)N(C3CC3)C2)CC1 (stereo not drawn)	-2%	-2	.	123%[activator]	0%	-5%
CCOc1ccc(C2C(C(N)=O)=C(C)Nc3nc(SCc4ccccc4F)nn32)cc1 (stereo not drawn)	2%	-22	.	.	-3%	.
Cc1ccc(/C(O)=C2\C(=O)C(=O)N(c3cc(C)on3)C2c2cccc(Br)c2)cc1 (stereo not drawn)	8%	31	0%	-4%	-5%	-6%
O=C(Cc1ccccc1)Nc1cc([N+](=O)[O-])ccc1N1CCOCC1	?	-16	-2%	-18%	11%	0%
CN=c1sc(C(=O)Nc2ccccc2)c(C)n1C	-10%	-7	0%	-12%	0%	-8%
COc1ccc(NC(=O)COC(=O)c2ncc(Cl)c(Cl)c2Cl)c(OC)c1	7%	3	7%	-2%	3%	12%
CCN(C(=O)Cn1cc(C(=O)C(=O)N2CCOCC2)c2ccccc21)c1ccccc1	0%	-31	6%	-11%	-1%	-8%
COc1cc(C2C(C(=O)Nc3ccc(C)cc3C)=C(C)Nc3nc4ccccc4n32)cc(OC)c1OC (stereo not drawn)	21%	-5	.	.	-1%	.
Cc1ccc(Cn2nc(C)c3cc(C(=O)OCC(N)=O)sc32)cc1	2%	-18	3%	-12%	1%	-1%
O=C1c2ccccc2C(O)N1Cc1ccccc1 (stereo not drawn)	-10%	1	3%	-17%	1%	2%
